Source: PubChem
FBW7 act: human FBW7 E3 ligase activation, primary screen. Q969H0. AID 1259310. AlphaScreen FBW7–phospho-cyclin E peptide binding, activator screen. hit rate 0.13% among 650,000. normalized activity (activation), % at 26.1 µM; in the data active = normalized activity above about 1.9%;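 note: purified mutant Fbw7 with reduced substrate affinity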
MITF inh: blocks human microphthalmia-associated transcription factor. inhibition, % at 2.6 µM. O75030. AID 1259374. AlphaScreen MITF homodimerization, bead proximity signal. hit rate 0.91% among 650,000; in the data active = inhibition above about 50%;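 note: 0% = vehicle wells with protein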
Target sequence (O75030 whole entry, looked up): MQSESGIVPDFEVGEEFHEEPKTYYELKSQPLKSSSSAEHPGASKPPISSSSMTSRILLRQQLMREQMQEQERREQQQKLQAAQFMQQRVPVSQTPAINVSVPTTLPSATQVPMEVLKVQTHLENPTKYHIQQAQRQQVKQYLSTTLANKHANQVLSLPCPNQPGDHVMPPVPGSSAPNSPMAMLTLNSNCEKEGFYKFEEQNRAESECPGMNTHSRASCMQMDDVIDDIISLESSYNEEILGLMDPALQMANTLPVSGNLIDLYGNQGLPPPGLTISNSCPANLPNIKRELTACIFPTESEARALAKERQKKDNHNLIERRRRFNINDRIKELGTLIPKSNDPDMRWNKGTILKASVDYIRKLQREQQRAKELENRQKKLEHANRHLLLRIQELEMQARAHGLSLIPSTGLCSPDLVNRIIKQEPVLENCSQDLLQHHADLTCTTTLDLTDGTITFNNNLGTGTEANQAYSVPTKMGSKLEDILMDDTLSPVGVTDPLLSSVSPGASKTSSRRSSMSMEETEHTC
TEAD-YAP block: TEAD-YAP interaction inhibition; HEK-TIYL cells, TEAD-Gal4/YAP UAS-luciferase luminescence; inhibition, % at 9.12 µM; hit rate 1.4% among 640,000; AID 1259422; in the data active = inhibition above about 32%;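 note: 0% = median of test compound wells and 100% = reference inhibitor wells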
GPR151 activ: activates the human receptor GPR151; Q8TDV0; PathHunter beta-arrestin GPR151 cells, luminescence; activation, % at 11.2 µM; hit rate 1% among 650,000; in the data active = activation above about 4.9%;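 note: 0% = median of compound wells and 100% = cells with positive control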
Target sequence (Q8TDV0 whole entry, looked up): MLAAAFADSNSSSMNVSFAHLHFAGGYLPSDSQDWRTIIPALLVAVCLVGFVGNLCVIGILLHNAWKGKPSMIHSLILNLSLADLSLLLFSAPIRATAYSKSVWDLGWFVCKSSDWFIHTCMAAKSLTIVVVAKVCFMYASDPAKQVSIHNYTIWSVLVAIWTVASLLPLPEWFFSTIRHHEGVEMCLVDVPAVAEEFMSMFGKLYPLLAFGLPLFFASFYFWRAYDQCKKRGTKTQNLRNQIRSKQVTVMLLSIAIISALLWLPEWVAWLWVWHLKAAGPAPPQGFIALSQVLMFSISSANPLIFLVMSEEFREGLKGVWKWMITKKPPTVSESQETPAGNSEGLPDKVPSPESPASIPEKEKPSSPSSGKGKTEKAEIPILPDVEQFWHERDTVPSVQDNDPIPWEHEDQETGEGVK
* = called active by the depositor; x = no result given.

SMILES	FBW7 act	MITF inh	TEAD-YAP block	GPR151 activ
Cc1ccc(-n2c3c(c(=O)[nH]c2=O)C(O)(C(F)(F)F)C(=O)N3)cc1 (configuration not stated)	-0.1	0	12	0.3
CCC1=NN2C(=N)/C(=C/c3cc(I)c(OCCOc4cccc(C)c4)c(OC)c3)C(=O)N=C2S1	-0.1	9	-13	1.8
CCOCCOC(=O)C1=C(C)N(C)C(=O)NC1c1ccc(Cl)cc1 (configuration not stated)	-0.1	-10	-3	2.2
COC(=O)c1c(N)ncn1-c1ccc(C)cc1	-0.1	-7	6	1.0
COc1ccc(NC(=S)N2CC(C)OC(C)C2)cc1OC (configuration not stated)	0.1	13	10	-2.0
O=C(CCN1Cc2ccccc2C1)c1ccc2c(c1)OCCO2	-0.1	2	0	3.0
O=C(CCCN1C(=O)c2cccnc2C1=O)Nc1ccc(C(F)(F)F)cc1	0.2	4	11	9.0*
CCN(CC)S(=O)(=O)c1ccc(N=Nc2c(O)[nH]c(=O)[nH]c2=O)cc1	0.0	8	7	-0.3
CCc1ccccc1NS(=O)(=O)c1cc(Br)cnc1N	-0.1	9	-6	0.2
COC(=O)C1=C(C)NC2=C(C(=O)CC(C)(C)C2)C1c1cccc(OC)c1O (configuration not stated)	-0.2	-8	3	0.3
Nc1sc2c(c1C(=O)NCCc1ccccc1)CCC2	0.0	11	7	0.2
O=C(Nc1ccc2[nH]ncc2c1)C1CCCN1C(=O)Nc1ccc(Br)cc1 (configuration not stated)	0.2	-12	0	-1.3
CC(NC(=O)Cc1ccc(F)cc1)c1ccccc1 (configuration not stated)	0.2	-7	-4	2.7
COc1cc(-c2nc(N3CCN(c4ccc([N+](=O)[O-])cc4)CC3)c3ccccc3n2)cc(OC)c1OC	-0.1	1	-1	-1.5
COc1ccccc1NC(=O)C1(c2ccccc2)CC1(Cl)Cl (configuration not stated)	0.0	-2	1	1.4
CCCCOCC(O)CN1CCN(c2ccc(C)cc2)CC1 (configuration not stated)	-0.2	19	2	-0.8
COc1cc(NC(=O)Cn2ccn(-c3cccc(Cl)c3)c(=O)c2=O)cc(OC)c1	0.7	8	-6	0.1
COCc1ccc(CN2CCN(Cc3ccc(F)cc3)C(CCO)C2)o1 (configuration not stated)	0.0	10	0	-0.2
Cc1ccc(NC(=O)C2C3C=CC4(O3)C2C(=O)N(CCCN2CCC(Cc3ccccc3)CC2)C4C(=O)NC2CCCCC2)cc1C (configuration not stated)	-0.1	0	-2	-1.5
CC(C)(C)c1ccc(Oc2coc3cc(OC(=O)c4ccccc4)ccc3c2=O)cc1	0.2	-7	5	-1.3
C=CCN(CC=C)CCOc1cccc(OC)c1	0.0	26	3	0.3
O=C1C2C(c3ccc(Cl)cc3)OC3(C(=O)c4ccccc4C3=O)C2C(=O)N1c1ccc(Br)cc1 (configuration not stated)	0.0	5	-2	0.6
Cc1ccc(OCc2nc3ccccc3n2C2CCN(C(=O)/C=C/c3cnc[nH]3)CC2)cc1	0.2	-13	-8	-1.6
CC(=O)c1ccc(-c2cc(Cl)c3c(c2)CC(CNC(=O)c2cc(C)[nH]n2)O3)s1 (configuration not stated)	0.1	8	5	0.9
O=[N+]([O-])c1ccc(N2CCN(c3nc4ccccc4n4nnnc34)CC2)cc1	0.1	12	-5	-1.1
O=C(CC(O)(C(F)(F)F)C(F)(F)F)Nc1ccccc1I	-0.2	-6	-5	0.2
COc1ccccc1CNC(=O)c1cnn2c(C(F)(F)F)cc(-c3ccccc3)nc12	-0.1	-4	-12	-0.3
COc1cccc(-c2ccc(NC(=O)C3CCCN(Cc4ccon4)C3)cc2)c1 (configuration not stated)	0.4	11	1	-1.6
Cc1c(Cl)c([N+](=O)[O-])nn1CC(=O)Nc1ccc(OC(F)(F)F)cc1	-0.2	3	3	0.0
CCOC(=O)c1ccc(-n2c(=S)sc3c2nc(SCC(=O)O)n2c4ccccc4nc32)cc1	-0.1	-3	-9	-0.5
NC(=O)c1cnc(N2CCN(Cc3ccc4c(c3)OCO4)CC2)s1	0.1	4	-18	2.4
COCCNC(=S)Nc1ccc2nc(N3CCCC3)cc(C)c2c1	0.4	21	-1	-0.5
C1=C(CCNc2ncnc3sc4c(c23)CCCC4)CCCC1	0.1	0	28	-0.1
c1cc(-n2cnc3c(Nc4ccc(N5CCOCC5)cc4)nc(N4CCN(Cc5ccc6c(c5)OCO6)CC4)nc32)cs1	-0.2	13	21	1.5
Cn1c(=O)oc2cc(S(=O)(=O)NCc3ccccc3Cl)ccc21	0.0	7	-2	-0.5
O=C(O)/C=C\C(=O)N1CCN(Cc2ccc3c(c2)OCO3)CC1	0.0	-5	-3	0.7
CCOC(=O)CCCn1ncn2c(cc3occc32)c1=O	-0.1	9	-26	-0.6
CC(N=C1NC(C)(C)Cc2ccccc21)C(=O)O (configuration not stated)	0.2	-4	5	0.0
Cc1sc(-c2nsc(=O)o2)cc1[N+](=O)[O-]	-0.1	2	5	-0.2
CC(=O)c1ccc(N2CCN(C(=O)c3ccc(Cl)cc3Cl)CC2)c(F)c1	0.1	10	8	1.0
O=C(OCC(=O)c1cccc2ccccc12)c1ccccc1[N+](=O)[O-]	0.0	9	-86	0.0
COc1ccccc1/C=N/Nc1nnnn1-c1cccc2ccccc12	0.1	1	7	0.1
COc1ccc(N2CCN(C(=O)CCCNC(=O)Cn3cnc4sc5c(c4c3=O)CCCC5)CC2)cc1	0.0	20	13	0.9
COc1cc(C=C2C(=O)N(C)C(=O)N(C)C2=O)cc(Br)c1OC	-0.8	-12	5	2.8
CC(NS(=O)(=O)c1cccc2c(S(=O)(=O)NC(C)c3ccccc3)cccc12)c1ccccc1 (configuration not stated)	0.2	14	14	0.6
O=C(c1cnc2ccccc2c1Nc1ccc(F)cc1)N1CCOCC1	0.0	5	-6	1.0
CCN(CC)S(=O)(=O)c1ccc(C(=O)NCc2nnc(SCC(=O)N3N=C(c4cccs4)CC3c3ccc(F)cc3)n2C)cc1 (configuration not stated)	0.1	10	19	1.2
COc1ccc(C(=O)N/N=C/c2ccc(O)cc2)cc1OC	-0.1	13	1	0.0
Cc1[nH]nc2c1C(C(C)C)C(C#N)=C(N)O2 (configuration not stated)	0.5	3	10	-0.9
CCOC(=O)c1c(NC(=O)c2csc(C)c2)sc(C(C)=O)c1C	-0.2	-6	-7	0.5
COc1ccc2c(C(=O)CCl)c[nH]c2c1	-0.1	1	4	0.2
O=[N+]([O-])c1ccc(Oc2s/c(=N\c3ccccn3)n(-c3ccccc3)c2-c2ccccc2)cc1	0.0	-4	6	0.4
FC(F)(F)c1cc(NCc2ccc3c(c2)OCO3)n2ncnc2n1	0.0	-7	-2	-0.3
CCNS(=O)(=O)c1c(Cl)cc(Br)cc1Cl	0.4	6	-5	1.1
O=C(NCC1CCC2(CCN(C(=O)c3sccc3Cl)CC2)O1)c1ccccc1F (configuration not stated)	0.2	-13	4	1.1
CC(C)COc1ccc(C(=O)N/C(=C/c2ccccc2)C(N)=O)cc1	-0.2	-4	-4	1.3
C=CCNc1cc(=O)n(C)c(=O)n1Cc1cc(C)cc(C)c1	0.0	1	-12	2.2
O=C(Nc1cc(Cl)cc(Cl)c1)c1cc(S(=O)(=O)NCCc2ccc(Cl)cc2)ccc1F	0.2	29	7	-0.5
O=C(Oc1ccc2c(=O)c(-c3ccccc3Cl)c(C(F)(F)F)oc2c1)c1cccs1	0.1	8	1	0.0
CCOc1cccc2c1OC1(CCCCC1)N1N=C(c3cccc(OC)c3)CC21 (configuration not stated)	0.1	-8	27	-0.4

Continued.
SMILES	FBW7 act	MITF inh	TEAD-YAP block	GPR151 activ
COc1ccc(C2(O)CC3CCC(C2)N3c2nc(C)cc(C)c2C#N)cc1 (configuration not stated)	0.0	-2	0	0.3
Cc1nc(NC(=O)/C=C/c2ccccc2)sc1C(=O)Nc1cccnc1	-0.1	-7	12	9.1*
CCNS(=O)(=O)c1ccc(C)c(-n2cnnn2)c1C	-0.1	-4	13	0.4
CCCCCn1nc(C)c(/C=N/NC(=O)c2ccc[n+]([O-])c2)c1C	0.0	1	-1	0.2
CCOc1ccc(C(=O)Nc2ccc3oc(-c4ccc(C)cc4C)nc3c2)cc1	0.1	1	-4	-0.5
CCn1cnc2cc(NCc3cc(OC)c(OC)c(OC)c3)ccc21	0.6	13	58*	-1.0
Cc1ccc(SCCNC(=O)C(C)N(c2ccc(C)cc2)S(C)(=O)=O)cc1 (configuration not stated)	-0.2	-6	-12	-0.6
COc1cc(C(=O)/C=C/Nc2cc(C)ccc2O)cc(OC)c1OC	-0.1	13	6	0.5
CC1CCc2sc(NC(=O)C(C)(C)C)c(C#N)c2C1 (configuration not stated)	0.2	2	-4	0.8
COc1ccc(C(=O)/C=C/Nc2ccc([N+](=O)[O-])cc2Br)cc1OC	0.1	-10	-2	-0.6
O=C(OCC(=O)N1CCc2ccccc21)c1ccc2c(c1)S(=O)(=O)c1ccccc1C2=O	0.1	16	2	0.2
O=C1CCCN1CCCNc1nc(Nc2cccnc2)nc2c1ncn2C1CCCCC1	-0.1	4	16	-1.7
O=c1[nH]c(=O)n(-c2ccccc2)c(O)c1C=NCCCO	-0.1	-5	8	0.6
COc1ccccc1Cc1nc(-c2nonc2N)no1	0.0	3	-4	0.0
CCC(C(=O)NC(C)(C)CC)c1ccccc1 (configuration not stated)	0.0	15	2	-0.7
Cc1ccc(NC(=O)Cn2cnc3c(=O)n(C)c(=O)n(C)c32)c(C)c1	-0.1	-18	3	-1.5
Clc1ccccc1CN(Cc1ccco1)Cc1nnnn1C1CCCC1	0.3	-5	-14	1.4
COc1cc(Nc2ncc(C)c(NCCO)n2)cc(OC)c1OC	0.1	-6	-6	1.4
O=C(Nc1ccc(Cl)cc1)/C(=C1\Nc2ccc([N+](=O)[O-])cc2N1)[N+](=O)[O-]	0.4	16	8	-1.0
O=S(=O)(c1ccc(Br)cc1)n1c(SCc2ccccc2F)nc2ccccc21	-0.1	1	-77	-3.9
CC(C)[C@H]1CN(Cc2ccco2)CCN1C(=O)CCn1cnc2ccccc21	-0.1	2	-14	0.7
CCOc1ccc(NC2=CC(=O)CC(c3ccco3)C2)cc1 (configuration not stated)	0.1	9	-8	-1.0
O=C(Nn1c(C2CCC2)nc2ccccc2c1=O)c1ccncc1	-0.1	3	-2	-0.9
CN1CCCN(Cc2cc3c(cc2[N+](=O)[O-])OCO3)CC1	-0.1	-13	6	-0.1
C[n+]1ccccc1C=NO	-0.2	-7	x	0.9
COc1ccc(CN(Cc2ccc(C(=O)O)cc2)C(=S)Nc2cccc(C)c2)cc1OC	-0.1	2	3	2.4
O=C(CC(SCc1ccco1)c1ccc(O)cc1)c1ccco1 (configuration not stated)	0.0	-16	-8	-0.5
CCONC(=O)c1cnc2sc3ccccc3n2c1=O	0.3	-3	1	0.1
CC1CCN(C(=O)COC(=O)c2cc(Cl)ccc2[N+](=O)[O-])CC1	0.1	5	-1	2.8
NC1=[N+](CC(=O)c2ccc(Cl)cc2)CCC1	-0.1	11	-37	-1.2
CCCCCCn1c(SCC(=O)Nc2ccccc2)nc2c1c(=O)[nH]c(=O)n2C	0.6	12	-4	-1.0
COc1cc(C(=O)N2CCC(n3nnc4ccccc43)CC2)cc(OC)c1OC	-0.1	-16	-2	-0.9
CC1=C(C(=O)Nc2ccc(C)cc2C)C(c2ccccc2F)NC(=O)N1 (configuration not stated)	0.0	-2	-3	-1.6
CCOC(=O)c1ccccc1NC(=O)CN(c1cc(C(F)(F)F)ccc1Cl)S(C)(=O)=O	-0.1	-6	-11	0.2
COc1ccc(N2CCN(c3ncnc4c3c(-c3ccccc3)cn4-c3ccc(C)c(Cl)c3)CC2)cc1	0.0	6	5	1.4
COc1ccccc1C1(NC(=O)CN2Cc3ccccc3C2=O)CCCC1	0.0	9	1	-0.5
COC(=O)CN1C(=S)N(c2ccc(Cl)cc2)C(=O)/C1=C/c1ccco1	-0.3	2	-13	-2.6
O=S(=O)(Nc1cccc(-c2cn3cccnc3n2)c1)c1cc(Cl)ccc1Cl	0.1	3	-7	1.6
Cc1ccc2cc(C#N)c(SCC(=O)Nc3nc(C)c(C)s3)nc2c1	-0.2	2	0	0.4
